Compound activity as filed in PubChem.
Mm-Cpn inhibitor = Inhibitors of TCP-1 ring complex (TRiC) of Methanococcus maripaludis (MmCpn): qHTS. Potency, µM (titrated, usually from 76.9 µM), inactives show at the highest dose activity, negative = inhibition, hits mostly inhibitors. purified Mm-Cpn ATPase, ADP Transcreener TR-FRET. hit rate 0.031% among 330,000. AID 504842, 2011. Chaperonin Mm-Cpn (Methanococcus maripaludis); note: potency is the fitted concentration of half-maximal effect; % is set by controls: 0 for no effect and ±100 for the full control effect; nearly all actives have a fitted effect of over 80% in size
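Quantitative HTS used 25 nM Mm-CPN and 10 uM ATP in magnesium/KCl Tris buffer, pH 7.4, with 1 mM DTT. Hydrolysis ran 30 min at 37°C; ADP was read by HTRF.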
Nrf2 block = Nrf2 qHTS screen for inhibitors; Potency, µM (doses to about 46 µM), inactives show at the highest dose activity change, negative = inhibition, usual class: inhibitors; A549 ARE-Fluc reporter, luciferase luminescence, 18-24 h; hit rate 2.1% among 360,000; note: potency is the fitted concentration of half-maximal effect; % is set by controls: 0 for no effect and ±100 for the full control effect; nearly all actives have a fitted effect of over 60% in size
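A549 ARE_Fluc cells (5000/well, 5% FBS OPTI-MEM) pre-incubated 2 h, then treated with compounds 18-24 h at 37C/5% CO2 in concentration-response. CellTiter-Fluor viability read first; BugLite luciferase luminescence after 15 min at room temperature gives Nrf2 activity.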
CCT chaperon mod = High-Throughput Screening for Modulators of Cytosolic Chaperonin Activity. purified chaperonin ATPase assay, HTRF ADP detection, 30 min. activity change, % (concentration not given with the values), hits read low. hit rate 0.3% among 360,000. AID 651819, 2012; in the data active = activity change below about -30%; note: % is set by controls: 0 for no effect and ±100 for the full control effect
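Enzyme 40 or 20 nM (batch-dependent) in Tris pH 7.4/KCl/MgCl2/DTT; cpd 76 uM single point; ATP 10 uM; 30 min 37 °C; Transcreener ADP HTRF detection, 30 min RT; ratio 665/615.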
TGFb SMAD3 inh = qHTS for Inhibitors of TGF-b | AID 588855, 2011 | hit rate 1.2% among 410,000 | HepG2 CAGA-GFP TGF-b/SMAD3 reporter, GFP fluorescence, 18 h; TGF-beta stimulated, 500 pg/mL final | Potency, µM (doses to about 46.1 µM), inactives show at the highest dose activity, negative = inhibition, hits mostly inhibitors; note: potency is the fitted concentration of half-maximal effect; % is set by controls: 0 for no effect and ±100 for the full control effect; nearly all actives have a fitted effect of over 65% in size
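Per well, imaged GFP fluorescence of HEPG2 CAGA-GFP cells gives the signal; cells get compound, then TGF-beta (500 pg/mL final), 18 h at 37 degrees C; %Activity versus -TGF-beta and +DMSO controls.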
Nrf2 activator = qHTS of Nrf2 Activators | AREc32 ARE-luciferase reporter (MCF7-derived line), luminescence, 24 h | Potency, µM (highest dose often 46.1 µM), inactives show at the top dose activation, most hits filed as activators | hit rate 0.31% among 410,000; note: potency is the fitted concentration of half-maximal effect; % of control where 0% means no effect; nearly all actives have a fitted effect of over 65% in size
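Reporter line AREc32 (ARE-Fluc), seeded overnight in OPTI-MEM with 5% FBS; compound pin-transferred, 24 hr at 37 deg C, 5% CO2; luminescent read-out.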
A549 viability = Nrf2 qHTS screen for inhibitors: counterscreen for cytotoxicity. A549 ARE-Fluc cells, CellTiter-Fluor viability, 18-24 h. Potency, µM (top dose mostly 46 µM), without a hit: at the top dose activity change, negative = cytotoxicity, usual class: inhibitors. hit rate 0.16% among 390,000. AID 504648, 2011; note: potency is the fitted concentration of half-maximal effect; % is set by controls: 0 for no effect and ±100 for the full control effect
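A549 ARE_Fluc cells in 5% FBS OPTI-MEM were exposed to compounds in concentration-response for 18-24 h at 37 deg C. Viability was read by CellTiter-Fluor fluorescence (Ex 405/Em 525) after 30 min, before the luciferase read.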
Akt phos inh = HTS Assay for Inhibitors of Akt Phophorylation: Primary Screen; Neuro2A IGF-stimulated pAkt S473 HTRF, 20 min; active compounds read low; hit rate 0.32% among 360,000; activity change, % for hits at 50 µM; AID 651550, 2012; in the data active = activity change below about -80%; inconclusive = mostly about -51% to -80%; note: % is set by controls: 0 for no effect and ±100 for the full control effect
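Neuro2A cells (4,500/well, DMEM with 0.5% FBS) were treated with compound at a single 50 µM final concentration, stimulated with 6 nM IGF for 20 min at 37 °C, and lysed. Phospho-Akt Ser473 was read by HTRF as 665/615 ratio ×10^4.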
Abeta rescue = qHTS for compounds that reverse cellular toxicity of Amyloid beta (A-beta) peptide in yeast: Primary Screen; yeast expressing A-beta42, growth rescue, OD600, 48 h; response scale: 0% DMSO, 100% iron-clioquinol control; Potency, µM (titrated, usually from 46.1 µM), inactives show top-dose growth rescue, actives largely listed as activators; hit rate 0.063% among 410,000; note: potency is the fitted concentration of half-maximal effect; nearly all actives have a fitted effect of over 55% in size
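Yeast growth medium received pinned compounds, then yeast cells expressing toxic A-beta were added; plates incubated at 30 C for 48 hr. Growth read as absorbance at 600 nm, normalized to DMSO and equimolar FeCl3 plus clioquinol controls.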
HepG2 tox = qHTS for Inhibitors of TGF-b: Cytotox Counterscreen | HepG2 CAGA-GFP viability, ATP luminescence, 18 h | Potency, µM (series often up to 46.1 µM), without a hit: top-dose activity change, negative = cytotoxicity, hits mostly cytotoxic | hit rate 0.76% among 410,000; note: potency is the fitted concentration of half-maximal effect; some results filed as inactive show a strong effect at the top dose
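CellTiter-Glo luminescence gave cytotoxicity after 18 hours at 37 degrees C. The cells were HepG2 CAGA-GFP in 1% FBS DMEM, stimulated with 500 pg/mL TGF-beta after compound addition. %Activity was normalised to no-cell wells (complete cell-killing) and DMSO (no toxicity), and curves were fitted and classified.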
The depositor's hits bear a star; i = inactive; ? = inconclusive; . = not tested or not shown; [ ] = another dose, or the depositor's remark. Unless noted, calls come from the whole dose curve; as a rule, active = well fitted curve in the direction sought with a large enough effect; inconclusive = small, poorly fitted or top-dose-only effect, or another doubt; inactive = no such curve, though single readings can be large; an effect the other way counts as inactive or inconclusive.

smiles	Mm-Cpn inhibitor	Nrf2 block	CCT chaperon mod	TGFb SMAD3 inh	Nrf2 activator	A549 viability	Akt phos inh	Abeta rescue	HepG2 tox
COc1ccc(C(c2nnnn2-c2ccc3c(c2)OCCO3)N2CCN(C/C=C/c3ccccc3)CC2)cc1 (centres undefined)	.	.	-0.5	?	5.2%	.	i	-18%	-15%
Cc1sc(NC(=O)c2ccco2)c(CN2CCN(c3ccccc3)CC2)c1C	5%	-26%	-3.1	-20%	25%	-13%	i	14%	-25%
Cc1ccc(NC(=O)N2CCN3CCCCC3C2)cc1C (centres undefined)	.	?	.	-6%	4.6%	0%	.	-6%	-12%
CCOc1ccc(NC(=O)c2cc(C)nc3ccccc23)cc1	0%	-4%	-0.2	6%	-0.8%	-3%	i	5%	-2%
Cc1c(C(=O)N2CCN(C(=O)c3ccccc3)CC2)oc2ccc(F)cc12	0%	-7%	-0.5	-3%	-0.3%	-5%	i	-4%	-17%
Nc1nc(CSc2nc3ccccc3[nH]2)cs1	-3%	22%	0.1	56%[activator]	5.9%	-7%	i	12%	-2%
CN1C(=O)C(Cc2cnc[nH]2)NC1=S (centres undefined)	-1%	9%	-0.6	0%	0.3%	2%	i	-3%	-18%
COc1ccc(S(=O)(=O)N2CCOCC2)cc1NC(=O)Cc1coc2cc(C)ccc12	-2%	9%	1.2	-2%	0.4%	6%	i	-9%	1%
Cc1ccc(NC(=O)c2nnn(CC(=O)Nc3ccccc3)c2N)cc1C	-2%	2%	1.9	-6%	5.7%	-1%	i	-3%	-36%
CC(C)OCCCNC(=O)c1ccc(NC(=O)C2=CSCCO2)cc1	-2%	21%	-1.1	3%	-0.4%	0%	i	0%	4%
CCOC(=O)c1c(C)nc2ncccn12	.	0%	-0.8	1%	-0.4%	9%	i	7%	-6%
CC(C)NC(=O)C1(C)CCN1Cc1ccc(C(F)(F)F)cc1 (centres undefined)	.	.	-1.4	-16%	0.2%	.	i	-7%	-14%
COc1ccc(C(=O)NCc2nc(C)c(C)s2)cc1OC1CCN(C(C)C)CC1	3%	3%	-1.7	8%	-0.6%	0%	i	16%	-14%
COn1cnnc1-c1ccccc1	2%	8%	-1.0	-20%	0.0%	8%	i	-7%	-1%
O=C(c1ccccc1)c1nn(-c2ccccc2)c(=O)cc1C(F)(F)F	0%	.	1.1	1%	?	1%	i	-9%[9.22 µM]	1%
CCOc1ccc(NC(=S)NC(=O)c2cncc(Br)c2)cc1	.	13%	0.2	-7%	-0.3%	1%	i	9%	10%
O=C(CSc1ncnc2sccc12)Nc1ccccc1F	0%	-5%	-3.5	-19%	6.6%	0%	i	?	-2%
CSCC(=O)N1CCC(CCC(=O)NC2CC2)CC1	0%	-39%	-53*	11%	-0.8%	-9%	.	-15%	1%
CCN(CC)C(=O)c1sc(NC(=O)c2cccc([N+](=O)[O-])c2)c(C#N)c1C	1%	?	0.0	-18%	-0.1%	0%	i	-8%	-1%
Cc1ccc(N(Cc2cc(=O)[nH]c3ccccc23)C(=O)c2ccco2)cc1	-2%	-15%	-2.8	0%	5.6%	1%	-119%*	19%	-75%
Cc1cccc(C(=O)Nc2nc3c(s2)CCCC3)c1	.	?	.	?	24%	2%	.	-13%	-12%
O=C(NCCc1ccccn1)c1ccc(OC2CCN(CCc3ccccc3)CC2)cc1	1%	?	-3.5	-7%	-0.6%	-3%	i	-4%	-14%
CC(C)c1nnc(NC(=O)CSc2nc3ccccc3s2)s1	-1%	-19%	-4.5	0%	3.4%	-12%	i	14%	-26%
O=C(NCc1cccs1)Nc1cc(Cl)ccc1Cl	3%	-4%	-3.6	-18%	6.1%	10%	i	7%	-5%
COc1ccc(-n2cnc3scc(-c4ccccc4)c3c2=O)cc1	-17%	-6%	-0.1	-4%	0.3%	1%	i	-14%	-14%
CCOc1ccc(N(CC(=O)Nc2cc(Cl)ccc2C)S(C)(=O)=O)cc1	-2%	?	-3.1	-30%	0.5%	-8%	i	?	-4%
Cc1ccc(CN2CCc3[nH]c(=S)[nH]c(=O)c3C2)cc1	1%	0%	0.1	12%	0.5%	2%	i	.	10%
COc1ccc(NC(=O)C2CCCN2C(=O)NC2CCCCC2)cc1OC (centres undefined)	-1%	28%	-1.8	3%	-0.2%	3%	i	-3%	2%
Cn1c(COc2ccc(Cl)cc2)nc2ccccc2c1=O	-11%	11%	-1.1	?	2.7%	1%	i	-4%	-9%
CCOc1ccc(N2C(=O)CC(N(Cc3ccco3)C(=O)CCC(=O)O)C2=O)cc1 (centres undefined)	1%	?	2.0	-10%	-0.3%	-11%	i	-9%	-19%
COC(=O)C1=C(C)OC(N)=C(C#N)C1C1CCCCC1 (centres undefined)	2%	4%	-1.7	-17%	2.5%	-4%	i	-15%	-12%
Cc1cccc(N(CC(=O)N2CCc3ccccc3C2)S(C)(=O)=O)c1C	1%	12%	1.6	11%	-0.6%	-8%	i	-2%	11%
Cc1ccc(OCCNC(=O)CCNS(=O)(=O)c2ccc(Br)cc2)cc1	4%	-18%	-1.3	-4%	-0.3%	0%	i	10%	-4%
CCc1c(C)[nH]n(-c2nc(-c3cccc([N+](=O)[O-])c3)cs2)c1=O	1%	11%	-1.8	?	2.9%	0%	i	-5%	-26%
O=[N+]([O-])c1ccc(-c2cn(-c3ccccc3)c(=S)[nH]2)cc1	0%	-8%	1.8	0%	2.7%	?	i	2%	1%
COc1cc2[nH]c(=S)nc(NCc3ccc(C)cc3)c2cc1OC	-10%	?	1.4	-4%	1.9%	-3%	i	-25%	-18%
COc1ccccc1Nc1ccncc1[N+](=O)[O-]	2%	1%	0.1	2%	0.6%	3%	i	-6%	7%
CNC(=O)c1ccc(CNC(=O)OCc2ccccc2)cc1	2%	-3%	1.6	-1%	0.6%	1%	i	3%	-7%
O=C(N/N=C/c1ccc2c(c1)OCO2)C(=O)N1CCCC1	0%	?	-0.8	4%	-0.1%	1%	i	-7%	3%
O=C(N/N=C/C=C/c1ccco1)c1cccnc1	-1%	21%	0.4	0%	?	-13%	i	-21%	-21%
CCOc1ccc(-c2cc(C(=O)NCCc3ccc(OC)c(OC)c3)c3c(-c4ccc(F)cc4)[nH]nc3n2)cc1	.	.	.	?	0.0%	-18%	.	-1%	-30%
C=CCNc1cc(=O)n(Cc2ccccc2)c(=O)[nH]1	.	0%	0.1	30%	-0.5%	-2%	i	-4%	7%
O=C(Cc1ccccc1)Nc1ccccc1C(=O)Nc1ccccc1	1%	1%	0.9	0%	-0.1%	3%	i	0%	1%
C[C@@H]1CN([C@H](C)CO)C(=O)CCCn2nncc2CO[C@@H]1CN(C)S(=O)(=O)c1ccc(Cl)cc1	.	.	-4.1	-5%	0.0%	.	i	1%	1%
O=C(Nc1ccccc1)OC1CC2CC1C1CCCC21 (centres undefined)	-1%	?	-8.4	8%	0.5%	2%	i	?	-21%
CC(=O)c1cccc(NC(=O)CSc2nnc3ccc(-c4ccc(F)cc4)nn23)c1	.	.	.	?	0.1%	-9%	.	-10%	0%
Cc1ccccc1OCCCC(=O)Nc1nncs1	2%	1%	-1.6	12%	-1.0%	-2%	i	-2%	-1%
Cc1nc(Cc2nnc(SCC(=O)N3c4ccccc4NC(=O)C3(C)C)o2)cs1	.	.	-2.2	0%	0.3%	.	i	-11%	-6%

With a hit mark in CCT chaperon mod, among the entries above:
| SMILES | Mm-Cpn inhibitor | CCT chaperon mod | TGFb SMAD3 inh | Akt phos inh |
| --- | --- | --- | --- | --- |
| CSCC(=O)N1CCC(CCC(=O)NC2CC2)CC1 | 0% | -53* | 11% | . |

Further entries.
smiles	Mm-Cpn inhibitor	Nrf2 block	CCT chaperon mod	TGFb SMAD3 inh	Nrf2 activator	A549 viability	Akt phos inh	Abeta rescue	HepG2 tox
C=CCn1nc(C(=O)N2CCOCC2)cc1-c1sc(NC(=O)c2ccccc2)nc1C	.	.	-0.5	18%	4.4%	.	i	0%	-23%
CC1(C)CC2CC(C)(CN2C(=O)c2cc(-c3ccccc3)on2)C1 (centres undefined)	0%	-6%	-0.1	-2%	0.8%	2%	i	0%	-9%
CC(=O)Nc1ccc(S(=O)(=O)N[C@@H](C)C(=O)N2CCN(c3ccccn3)CC2)cc1	.	-17%	-1.6	-6%	0.3%	-1%	i	-10%	2%
COc1ccc(C)cc1N1CC(C(=O)Nc2ccccc2N2CCCCC2)CC1=O (centres undefined)	2%	-11%	-0.3	-1%	-0.7%	-2%	i	23%	0%
